Source: PubChem
PAX8 reporter: inhibitors of PAX8 transcriptional activity in RMG-I cells | RMG-I TPO-luciferase reporter, SteadyGlo, 24 h | inhibition, % at 12.6 µM | hit rate 1.2% among 360,000 | AID 652154;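 active = mean replicate inhibition at least 60% with every replicate also reaching 60%; inconclusive = only one of the two criteria is met; inactive = mean below 60% and not all replicates reaching 60%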;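 note: luciferase light reporting Pax8 driven TPO promoter activity; plate controls were median of neutral control wells for no effect and mitoxantrone controls for full effect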
DENV2 CPE: protects cells from dengue virus 2 cytopathic effect; DENV2-infected cells, cytopathic effect rescue, plate reader; CPE inhibition, % at 9.99 µM; hit rate 1.7% among 350,000; AID 651640; in the data active = CPE inhibition above about 20%, passing the limit was not always enough; inconclusive = no clear call, values can overlap the other calls; tested in BHK-21 cells;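 note: 0% = median of neutral control wells and 100% = median of positive control wells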
FN deposit inh: fibronectin deposition inhibition; AH1F fibroblasts, Alexa488-fibronectin deposition fluorescence, overnight; inhibition, % at 12.6 µM; hit rate 0.086% among 350,000; AID 743247;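 active = mean inhibition across replicates of 30% or more, regardless of how many single replicates reach that level; inconclusive = mean under 30% yet at least half of replicates reach 30%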;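 note: positive control wells lacked labelled fibronectin entirely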
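test system = AH1F fibroblasts assembling fluorescent fibronectin matrix | quantity = 10000 AH1F cells per well | buffer or medium = DMEM plus 2% serum, read in PBS | doses = single dose, pinned | incubation = 1 h cell attachment, overnight exposure to compound and label | detection = fluorescence at 485 nm excitation, 525 nm emission | read-out basis = inhibition from reduced deposited-fibronectin fluorescence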
F508del corr: CFTR F508del correction in bronchial cells; activity (quench increase), % at 7.58 µM; CFBE cells, YFP halide quenching; stimulated with forskolin plus potentiator P3; % fluorescence drop versus neutral controls; hit rate 0.36% among 350,000;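 active = mean added fluorescence quench of at least 8% versus neutral control, with both replicates also reaching 8%; inconclusive = only one of the mean or replicate conditions met; inactive = mean below 8% and not both replicates reaching 8%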;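 note: cells transiently co-express mutant CFTR-F508del with the halide-sensitive YFP; corrector assay measuring rescue of mutant channel to the surface after 24 h compound exposure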
miR-122 sensor: miR-122 inhibition in Huh7 cells; Huh7 miR-122 Renilla luciferase sensor, 48 h; neutral wells = 0, positive control = 100; activation (reporter increase), % at 12.5 µM; hit rate 0.3% among 340,000; AID 602342;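 active = mean replicate activation score at least 90 and every replicate individually at or above 90; inconclusive = only one of the two criteria met; inactive = neither criterion met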;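 note: higher luciferase means less miR-122 activity so hits act as miR-122 inhibitors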
GSIS activator: GLuc luminescence reporter in INS-1E cells, primary screen for activators of glucose-dependent secretion of insulin. INS-1E GLuc reporter insulin secretion, 2-3 h. activation, % at 16.6 µM. hit rate 0.61% among 370,000;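 active = lowest replicate activation of at least 40%, so every replicate reaches that level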;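 note: 0% = median of neutral control wells and 100% = median of IBMX positive control wells; some compounds called inactive have numbers as strong as hits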
EWS-Fli block: blocks EWS/Fli oncoprotein-driven transcription; A673 NR0B1-luciferase reporter, viability-normalised; inhibition, % at 12.6 µM; hit rate 0.67% among 350,000;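 active = mean inhibition of at least 50% after viability correction, with every replicate also passing that limit; inconclusive = mean reaches 50% but only one of two replicates passes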;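 note: firefly luciferase signal divided by Alamar Blue viability fluorescence both relative to DMSO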
The depositor's hits bear a star; ? = inconclusive; . = no result given; [ ] = another dose, or the depositor's remark. This is a random part of the collection; overall some 3.9% were active at least once.

Start of the data: the first 2 compounds as a preview:
1. Cc1ccc(S(=O)(=O)N(C)C[C@H]2Oc3c(NS(=O)(=O)c4cn(C)cn4)cccc3C(=O)N([C@@H](C)CO)C[C@H]2C)cc1
2. CCn1c(SCC(=O)N(C)c2ccccc2)nc2c([nH]c3ccccc32)c1=O

Compound	1	2
PAX8 reporter	-12.3	.
DENV2 CPE	.	-8.4
FN deposit inh	.	10.5
F508del corr	1.3	2.0
miR-122 sensor	2.1[16.7 µM]	5.8
GSIS activator	-13.2	16.8
EWS-Fli block	-7.7	20.7

The list itself, from the first entry:
1. Cc1ccc(S(=O)(=O)N(C)C[C@H]2Oc3c(NS(=O)(=O)c4cn(C)cn4)cccc3C(=O)N([C@@H](C)CO)C[C@H]2C)cc1
2. CCn1c(SCC(=O)N(C)c2ccccc2)nc2c([nH]c3ccccc32)c1=O
3. Cc1ccc(C(=O)Cn2nc(C)c([N+](=O)[O-])c2C)c(C)c1
4. CCOCCn1c(CCCO)nc2ccccc21
5. Cc1oncc1C(=O)N1CCCC(CO)(Cc2ccc(F)cc2F)C1 (centres undefined)

Compound	1	2	3	4	5
PAX8 reporter	-12.3	.	-41.6	10.6	-35.6
DENV2 CPE	.	-8.4	-0.5	.	16.2
FN deposit inh	.	10.5	-0.8	0.9	-31.1
F508del corr	1.3	2.0	-1.4	.	3.5
miR-122 sensor	2.1[16.7 µM]	5.8	.	13.4	-7.1
GSIS activator	-13.2	16.8	-6.3	.	-2.8
EWS-Fli block	-7.7	20.7	-19.9	.	-18.7

6. CO[C@@H]1CN(C)C(=O)c2cc(NC(=O)c3cccc(F)c3)ccc2OC[C@H](C)N(C(C)=O)C[C@H]1C
7. CCCNC(=O)c1cc(C2CCCN(S(=O)(=O)c3cccs3)C2)on1 (centres undefined)
8. Cn1nnnc1SCC(=O)N1CCN(S(=O)(=O)c2ccccc2)CC1
9. COc1ccc(C(=O)OCc2cc(=O)oc3c(C)c(C)ccc23)cc1S(=O)(=O)N1CCOCC1
10. COc1cccc(C(=O)Nc2ccc3c(c2)OC[C@@H](C)N(CCc2ccccc2)C[C@H](C)[C@@H](OC)CN(C)C3=O)c1

Compound	6	7	8	9	10
PAX8 reporter	.	-12.7	4.4	-23.8	42.7
DENV2 CPE	.	-9.3	1.2	6.3	-6.5
FN deposit inh	-1.8	6.4	5.0	15.3	7.5
F508del corr	-0.3	-1.6	3.5	2.2	1.7
miR-122 sensor	-7.1[16.7 µM]	3.4	.	0.2	.
GSIS activator	10.5	10.0	6.8	1.9	-5.9
EWS-Fli block	-2.5	-4.8	2.5	-15.4	17.9

11. C=CCn1c(N)c(C(=O)NC2CCCCC2)sc1=S
12. C[C@H]1CN([C@@H](C)CO)C(=O)c2cc(NC(=O)Cc3cn(C)c4ccccc34)ccc2O[C@H]1CN(C)Cc1ccc(C(=O)O)cc1
13. CCCC(=O)Nc1ccc(C(=O)NN=C(C2CC2)C2CC2)cc1
14. COCCCN1C(=O)C(=O)/C(=C(/O)c2ccc(S(=O)(=O)N3CCOCC3)cc2)C1c1ccc(C(C)C)cc1 (centres undefined)
15. O=C(C[C@@H]1C[C@H]2c3cc(NC(=O)NC4CCCC4)ccc3O[C@H]2[C@@H](CO)O1)NC1CCCCC1

Compound	11	12	13	14	15
PAX8 reporter	-16.6	-0.9	-5.6	-11.5	6.5
DENV2 CPE	.	-11.5	6.6	-7.0	6.7
FN deposit inh	-7.6	.	-23.0	-3.6	9.2
F508del corr	.	0.1	.	0.4	0.3
miR-122 sensor	35.3	0.1[16.7 µM]	-2.8	-3.5	-1.6[16.7 µM]
GSIS activator	.	3.4	10.8	-15.4	-0.1
EWS-Fli block	.	0.5	1.5	2.1	2.4

16. CCOC(=O)C1(C)CCCN1C(=O)c1cc(F)ccc1C (centres undefined)
17. O=C(NN=Cc1cc(Br)c(O)c(Br)c1)c1ccccc1NS(=O)(=O)c1cccs1
18. CN(C(=O)CSc1nc2cc([N+](=O)[O-])ccc2n1-c1ccc(F)cc1)C1CCS(=O)(=O)C1 (centres undefined)
19. C[C@@H]1CN([C@@H](C)CO)C(=O)c2cccc(NS(=O)(=O)c3cn(C)cn3)c2O[C@H]1CN(C)Cc1ccc(Oc2ccccc2)cc1
20. CC(C)OC(=O)c1cc2c(ccn2C)n1CC(=O)N(Cc1ccccc1)c1ccc(F)cc1

Compound	16	17	18	19	20
PAX8 reporter	12.6	-6.1	22.7	.	10.0
DENV2 CPE	5.1	7.5	.	9.0	.
FN deposit inh	-13.1	1.6	-1.1	5.5	-13.2
F508del corr	-0.3	0.2	.	1.1	.
miR-122 sensor	-0.2	.	.	-2.4[16.7 µM]	.
GSIS activator	-3.6	-10.0	16.0	1.4	-14.2
EWS-Fli block	4.4	3.3	.	1.3	.

21. O=C(NCc1ccco1)c1ccccc1O
22. CCCCc1ccc(S(=O)(=O)NC(=O)C2(C)CCN2C(=O)CC2CC2)cc1 (centres undefined)
23. O=C(NC1CCCN(CCc2ccccc2)C1)c1c(F)cccc1F (centres undefined)
24. CCC(=O)Nc1ccc2c(c1)C(=O)N(C)C[C@@H](OC)[C@H](C)CN(C(C)=O)[C@@H](C)CO2
25. COc1cccc(NC(=O)NNC(=O)c2ccc3c(c2)NC(=O)C(C)(C)O3)c1

Compound	21	22	23	24	25
PAX8 reporter	9.3	2.0	-26.6	.	0.5
DENV2 CPE	14.2	12.3	-2.0	28.8*	-1.9
FN deposit inh	-2.0	5.4	-0.4	-11.8	3.6
F508del corr	0.4	-1.7	-2.7	1.2	-3.5
miR-122 sensor	-13.5	3.1	-1.0	.	-6.1
GSIS activator	8.8	-0.6	-5.6	4.5	1.6
EWS-Fli block	17.6	14.6	-6.2	.	1.3

26. Cc1cc(C(O)c2ncc(-c3ccccc3Cl)[nH]2)ccc1F (centres undefined)
27. CCCCN(C(=O)c1cccc(C)c1)c1c(N)n(CCC)c(=O)[nH]c1=O
28. COc1ccc(N(C)S(=O)(=O)c2ccc3c(c2)NC(=O)CC(=O)N3)c(OC)c1
29. COc1ccc(OC)c(C(C)NC(=O)c2ccc(Br)cc2)c1 (centres undefined)
30. O=C(Nc1ccc(Cl)c(C(F)(F)F)c1)C1Cc2c(-c3ccccc3Oc3ccccc3)ccnc2O1 (centres undefined)

Compound	26	27	28	29	30
PAX8 reporter	-41.7	12.4	10.5	24.5	28.1
DENV2 CPE	-1.1	7.4	1.1	8.3	1.8
FN deposit inh	-2.2	2.0	3.3	8.8	5.5
F508del corr	-2.1	-1.7	-1.6	0.4	-2.2
miR-122 sensor	39.5	-1.4	0.8	1.8	1.4
GSIS activator	-10.9	-2.2	23.1	-1.0	-8.4
EWS-Fli block	-22.5	-0.7	.	-6.4	28.5

31. O=C(CSc1ccccc1)N1CCCC(Nc2ccccc2)C1 (centres undefined)
32. CCOC(=O)c1sc(N)c(C(=O)Nc2ccccc2)c1C
33. CC(=O)N1C[C@H]2CON(C)[C@H]2C[C@H]1c1ccc(-c2ccc(C#N)cc2)cc1
34. CNc1cncc(-c2cc(OC)c(OC)c(OC)c2)n1
35. COc1ccc(-n2cnc3ccccc32)cc1

Compound	31	32	33	34	35
PAX8 reporter	-5.6	-74.4	-11.3	-1.2	.
DENV2 CPE	6.4	-4.0	-5.5	-9.7	-2.5
FN deposit inh	5.1	6.5	3.6	16.4	.
F508del corr	2.8	-3.2	-0.1	2.2	1.1
miR-122 sensor	-3.9	-5.2	-6.2	2.8	0.3
GSIS activator	-1.0	-8.7	-3.0	-2.5	16.9
EWS-Fli block	-2.4	-53.1	-5.8	-1.0	-20.4

Complete entries, looked up by structure:
Results for `Cc1ccc(C(=O)Cn2nc(C)c([N+](=O)[O-])c2C)c(C)c1` : PAX8 reporter = -41.6; DENV2 CPE = -0.5; FN deposit inh = -0.8; F508del corr = -1.4; miR-122 sensor = .; GSIS activator = -6.3; EWS-Fli block = -19.9
Results for `COc1ccc(N(C)S(=O)(=O)c2ccc3c(c2)NC(=O)CC(=O)N3)c(OC)c1` : PAX8 reporter = 10.5; DENV2 CPE = 1.1; FN deposit inh = 3.3; F508del corr = -1.6; miR-122 sensor = 0.8; GSIS activator = 23.1; EWS-Fli block = .

(listing goes on)
36. C[C@H]1CN([C@@H](C)CO)C(=O)c2cccc(NC(=O)Nc3ccccc3)c2O[C@H]1CN(C)Cc1ccc(Cl)c(Cl)c1
37. C=CCSC1=Nc2cc(OC)c(OC)cc2C2=NC(=O)CN12
38. CCC(=O)N1[C@@H]2c3ccc(-c4ccccc4F)c(=O)n3C[C@@H]2[C@@H](CO)[C@@H]1C(=O)OC
39. C[C@H]1CN([C@@H](C)CO)C(=O)c2cccc(NC(=O)Nc3ccc(C(F)(F)F)cc3)c2O[C@H]1CN(C)C(=O)Nc1ccccc1
40. Cc1ccc(S(=O)(=O)Nc2ccc(N3CCOCC3)nc2)cc1

Compound	36	37	38	39	40
PAX8 reporter	47.1	1.2	0.3	-0.3	3.5
DENV2 CPE	15.7	-3.0	14.1	3.2	7.0
FN deposit inh	-3.8	-3.5	.	5.7	1.9
F508del corr	0.5	2.0	1.1	1.1	-1.5
miR-122 sensor	55.7[16.7 µM]	.	1.8[16.7 µM]	-6.0[16.7 µM]	.
GSIS activator	-35.5	12.2	4.1	8.2	-11.3
EWS-Fli block	-21.9	-10.0	4.1	-19.2	-0.6

41. COc1ccccc1CNC(=O)CCNS(=O)(=O)c1ccc2c(c1)CC(C)N2C(C)=O (centres undefined)
42. COc1ccc2[nH]c3c(c2c1)CCN1C(=O)C(CC(=O)NCc2cccc(C(F)(F)F)c2)C[C@H](C(=O)N2CCCCC2)[C@@]31CCc1ccccc1 (some centres undefined)
43. O=C(COC(=O)[C@H](Cc1ccccc1)NC(=O)c1cccs1)Nc1c(Cl)cccc1Cl
44. Oc1ccc(Br)cc1C=Nc1ccc(Cl)cc1
45. C[C@H]1CN([C@@H](C)CO)C(=O)c2cc(C3=CCCCC3)cnc2O[C@H]1CN(C)Cc1ccccc1F
46. COc1ncnc2c1ncn2CCCN(C)Cc1ccco1
47. CCCCCCCC(=O)Nc1ccc(C(=O)N/N=C/c2cccc([N+](=O)[O-])c2)cc1
48. CC(Oc1ccccc1)c1nnc(SCC(=O)NC2CC2)n1C (centres undefined)

Compound	41	42	43	44	45	46	47	48
PAX8 reporter	3.7	-3.5	-9.1	4.6	0.3	-5.1	18.4	-10.1
DENV2 CPE	-7.0	?	.	-2.0	-1.9	-10.2	.	7.9
FN deposit inh	2.7	-26.0	0.1	-1.2	0.4	.	-8.1	-7.6
F508del corr	-1.7	-1.0	.	-4.0	-1.6	0.7	.	-0.8
miR-122 sensor	-4.3	-5.8	-9.8	.	-3.9[16.7 µM]	-5.5	-0.7	-1.3
GSIS activator	1.8	-4.7	-27.9	26.3	-14.2	0.8	.	-5.3
EWS-Fli block	2.9	7.6	.	5.5	9.6	-29.1	.	-17.1

Looked up by structure from the entries so far (3):
23. O=C(NC1CCCN(CCc2ccccc2)C1)c1c(F)cccc1F (centres undefined)
43. O=C(COC(=O)[C@H](Cc1ccccc1)NC(=O)c1cccs1)Nc1c(Cl)cccc1Cl
1. Cc1ccc(S(=O)(=O)N(C)C[C@H]2Oc3c(NS(=O)(=O)c4cn(C)cn4)cccc3C(=O)N([C@@H](C)CO)C[C@H]2C)cc1

Compound	23	43	1
PAX8 reporter	-26.6	-9.1	-12.3
DENV2 CPE	-2.0	.	.
FN deposit inh	-0.4	0.1	.
F508del corr	-2.7	.	1.3
miR-122 sensor	-1.0	-9.8	2.1[16.7 µM]
GSIS activator	-5.6	-27.9	-13.2
EWS-Fli block	-6.2	.	-7.7
